# HMGR II inh: E. faecalis class II HMG-CoA reductase inhibition; purified E. faecalis HMGR, NADPH absorbance 340 nm kinetic; 190,000 compounds, 0.41% hits; inhibition, % at 10 µM; AID 1066;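 active means inhibition above a set limit, the median over all tested compounds plus 3 SD, cut at about 9.5% in these data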;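 further: enzyme runs in reverse so mevalonate oxidation gives rising NADPH absorbance; 0% = complete reaction with DMSO and 100% = background rate lacking mevalonate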
# STAT1 blocker: inhibitors of IFN-gamma induced STAT1 signaling; NIH 3T3 STAT1-luciferase reporter, luminescence; inhibition, % at 5.5 µM; 200,000 compounds, 0.35% hits;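 active means inhibition above a set limit, the mean inhibition across all tested compounds plus 3 SD, cut at about 34% in these data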;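 further: 0% = IFN-gamma with DMSO and 100% = IFN-gamma with 300 µM nifuroxazide; values of inactives mirror those of a sister screen read the other way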
# Redox H2O2 prof: compounds producing H2O2 with reducing agent – biochemical, NIH compound library profiling, artefact control for MLSCN library redox annotation, primary screen | activation, % at 10 µM | 200,000 compounds, 0.03% hits | AID 878 | DTT-dependent redox cycling H2O2, phenol red/HRP absorbance; 100% = 100 µM peroxide control, 0% = buffer;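 active means activation of at least 50% relative to the plate's high and low controls in the primary single-dose screen; inactive means activation below 50%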;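 further: compound incubated with DTT at 0.8 mM final as the reducing agent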
# Hsp70 act: Hsp70 transcriptional activation, primary screen. HeLa Hsp70 promoter luciferase reporter, luminescence; scaled: vehicle 0, proteasome-inhibitor control 100%. activation, % at 10 µM. 200,000 compounds, 0.04% hits. AID 1203;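 active means activation above the mean across all tested compounds plus 3 SD, cutoff set per campaign, cut at about 5.5% in these data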;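 further: 100% = MG132 at 30 µM as the positive control and 0% = DMSO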
# STAT3 inh: inhibitors of IL-6 induced STAT3 signaling | inhibition, % at 5.5 µM | 190,000 compounds, 0.89% hits | AID 862 | U3A cells, IL-6 STAT3-luciferase reporter, luminescence; host cell line lacks STAT1;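 active means inhibition above the mean inhibition across all screened compounds plus 3 SD, cut at about 44% in these data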;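 further: 0% = DMSO only wells and 100% = 100 µM nifuroxazide control wells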
# NF-kB expr up: raises NF-kB expression in human neuronal cells | NF-kB reporter expression; active compounds read high | 190,000 compounds, 1.6% hits | fold change at 12.5 µM; in the data active means fold change above about 3.3
# TLR4 MyD88 comp: inhibitors of human TLR4-MyD88 binding. O00206+Q99836. HeLa CL3-4 TLR4/MyD88 BLA complementation, FRET ratio. inhibition, % at 8.4 µM. 200,000 compounds, 0.18% hits; in the data active means inhibition above about 25%;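 further: 0% = vehicle and 100% = reference inhibitor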
# Target sequence (O00206 whole entry, looked up): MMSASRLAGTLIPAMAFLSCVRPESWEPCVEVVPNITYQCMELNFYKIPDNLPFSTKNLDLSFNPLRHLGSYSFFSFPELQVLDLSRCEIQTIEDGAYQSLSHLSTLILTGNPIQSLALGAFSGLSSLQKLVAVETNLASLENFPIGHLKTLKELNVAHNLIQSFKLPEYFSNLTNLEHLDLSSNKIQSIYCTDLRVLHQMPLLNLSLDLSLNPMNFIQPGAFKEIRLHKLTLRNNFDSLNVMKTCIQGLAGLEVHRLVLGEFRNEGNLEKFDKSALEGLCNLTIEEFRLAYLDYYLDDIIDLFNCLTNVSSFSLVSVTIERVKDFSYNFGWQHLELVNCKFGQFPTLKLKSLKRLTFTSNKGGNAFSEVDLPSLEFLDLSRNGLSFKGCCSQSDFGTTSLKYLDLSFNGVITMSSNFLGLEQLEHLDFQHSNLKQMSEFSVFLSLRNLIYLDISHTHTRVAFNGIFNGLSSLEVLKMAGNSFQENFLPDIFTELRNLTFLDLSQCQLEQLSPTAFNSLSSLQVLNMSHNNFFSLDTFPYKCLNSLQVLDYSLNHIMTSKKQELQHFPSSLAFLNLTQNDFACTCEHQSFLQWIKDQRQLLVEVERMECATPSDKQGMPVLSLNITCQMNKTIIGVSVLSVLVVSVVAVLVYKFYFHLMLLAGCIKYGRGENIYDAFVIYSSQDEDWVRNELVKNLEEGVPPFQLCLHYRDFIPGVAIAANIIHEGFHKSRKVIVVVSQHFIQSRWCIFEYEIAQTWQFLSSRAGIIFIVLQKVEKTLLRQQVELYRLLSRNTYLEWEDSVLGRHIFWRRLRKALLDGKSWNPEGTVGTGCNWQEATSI
# Target sequence (Q99836 whole entry, looked up): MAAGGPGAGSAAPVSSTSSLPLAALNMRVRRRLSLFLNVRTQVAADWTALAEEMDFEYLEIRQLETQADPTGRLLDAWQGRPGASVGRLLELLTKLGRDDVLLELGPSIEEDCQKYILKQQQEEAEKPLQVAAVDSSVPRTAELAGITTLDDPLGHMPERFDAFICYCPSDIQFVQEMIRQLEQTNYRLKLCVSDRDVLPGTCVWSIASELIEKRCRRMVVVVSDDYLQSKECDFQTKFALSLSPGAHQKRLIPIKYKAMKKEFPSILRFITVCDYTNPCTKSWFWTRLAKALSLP
# STAT3 act: increases IL-6 driven STAT3 reporter signal; U3A cells, IL-6 STAT3-luciferase reporter, luminescence; 100% = signal with IL-6 EC80 alone; activation (% of control), % at 5.6 µM; 190,000 compounds, 0.91% hits;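 active means activation above the screen-wide mean of compound activation plus 3 SD, cut at about 130% in these data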;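 further: 0% = background luminescence of wells with medium and substrate only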
#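 Test system: STAT3-luciferase reporter U3A cells; Detection: reporter luminescence signal; Times: 1 h compound pre-exposure, 6 h IL-6 stimulation, 37 °C; Benchmarks: IL-6-only high control; Also added: IL-6 stimulus at 33 ng/mL final.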
# APP 5'UTR act: activates APP 5'UTR luciferase reporter | SH-SY5Y APP 5'UTR luciferase reporter, luminescence; zero percent = DMSO vehicle wells | activation, % at 2 µM | 190,000 compounds, 1% hits | AID 1276;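 active means activation above a set limit, based on mean plus 3 SD of controls, cut at about 140% in these data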; further: values of inactives mirror those of a sister screen read the other way
# STAT1 activator: activators of IFN-gamma induced STAT1 signaling | NIH 3T3 STAT1-luciferase reporter, luminescence; 100% = IFN-gamma alone, no compound | activation (% of control), % at 5.5 µM | 200,000 compounds, 2.6% hits;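 active means activation above the screen-wide mean activation plus 3 SD, cut at about 130% in these data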;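 further: raw ratio to IFN-gamma control signal so 100% means no change and 0% no light; values of inactives mirror those of a sister screen read the other way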
# An asterisk follows results filed as active; . = no result given.
SMILES,HMGR II inh,STAT1 blocker,Redox H2O2 prof,Hsp70 act,STAT3 inh,NF-kB expr up,TLR4 MyD88 comp,STAT3 act,APP 5'UTR act,STAT1 activator
COc1cc(/C=N/N=C/c2cc(OC)c(O)c(OC)c2)cc(OC)c1O,0,2,-0.4,-0.3,1,0.91,-10,101,-3,98
O=C(COC(=O)c1ccc(Br)o1)NCc1ccco1,.,-7,-0.3,-0.1,6,.,4,101,9,106
N#CC12CCCCC1CC1CCCCC1(C#N)N2Cc1cccnc1 (configuration not stated),2,-2,-0.5,-0.3,3,1.2,10,103,6,102
CN(c1ccc(OCc2nnc(-c3ccccc3)o2)cc1)S(=O)(=O)c1ccccc1,-1,-3,-2.2,0.0,-5,1.1,7,104,0,103
CC(C)c1cc(C(=O)O)n(-c2ccccc2)n1,4,-3,0.2,-0.2,1,1.2,-3,104,17,103
O=C(O)C1=C[C@H](c2coc3ccccc3c2=O)C[C@H](OCc2ccc(CO)cc2)O1,-5,-5,-1.1,-0.2,.,0.94,-4,.,-1,107
Cc1ccc(C)c(S(=O)(=O)NC(CC(C)C)C(=O)O)c1 (configuration not stated),0,9,0.6,-0.2,11,0.98,8,95,-10,91
CC(NS(=O)(=O)c1ccccc1)C(N)=O (configuration not stated),5,7,-1.6,-0.1,6,1.1,-5,98,-4,93
Cc1cc(Cl)c(S(=O)(=O)Nc2ccc(S(=O)(=O)N3CCOCC3)cc2)cc1OCC(N)=O,-1,-14,-0.8,-0.1,8,1.1,-5,97,-11,112
O=C(Nc1nc2ccccc2s1)C1=NN(c2ccccc2)C(=O)CC1,4,-12,0.1,-0.3,-12,1.1,-12,108,3,110
CN(CC(=O)NC(=O)NCc1ccccc1)Cc1cccc(Cl)c1Cl,-7,8,-0.6,-0.1,5,1.2,-9,95,-8,93
Cc1cc(C)nc(NC2=NC3CCCCC3N2)n1 (configuration not stated),4,-7,0.3,-0.1,3,1.1,11,100,-3,106
CCCC(=O)Nc1ccc(Cl)c(NC(=S)NC(=O)C(C)C)c1,3,8,0.8,-0.2,14,0.74,-9,92,-24,91
CCOC(=O)c1cc(NC(=O)c2ccccc2)c(=O)n2c1oc1ccccc12,-1,-17,-0.7,-0.2,22,1.2,-7,85,-33,114
CO/N=C(\Cn1ncc(N2CCOCC2)c(Br)c1=O)c1ccc(Cl)cc1,-3,5,1.1,0.0,-9,1.1,-9,120,10,94
O/N=C/c1cn(-c2ccccc2)nc1-c1cccnc1,1,3,0.4,0.6,4,1.1,4,101,-1,94
O=C1CCCC/C1=C/NCc1ccc(F)cc1,-2,-3,0.3,-0.4,16,1,1,88,10,103
COc1ccccc1CN1CCN(S(=O)(=O)c2ccccc2)CC1,-8,5,2.8,0.1,-2,0.95,-6,103,2,95
CCOP(=O)(c1ccccc1)C(O)c1ccc(Br)cc1 (configuration not stated),-2,0,-0.4,-0.4,2,1,-5,102,-3,100
CC(CCc1ccccc1)NC(=O)CN1CCSc2ccccc21 (configuration not stated),-1,9,-0.1,-0.2,9,1,-13,97,20,90
CS(=O)(=O)N1CCC(C(=O)Nc2cc(C(F)(F)F)ccc2Cl)CC1,-3,4,1.4,-0.2,15,1,-2,90,16,96
O=c1oc2ccccc2n1Cc1ccccc1,-7,-3,-0.1,-0.5,-6,0.98,-5,107,17,101
Cc1[nH]nc(SCC(=O)Nc2ccc(C#N)cc2)c1[N+](=O)[O-],5,7,-0.2,-0.3,5,0.96,-6,98,10,94
CCC(COC(=O)Nc1cccc(C)c1C)NC(=O)OCC(C)C (configuration not stated),-2,7,0.3,-0.3,2,0.85,1,99,12,94
CCCCOC(=O)c1[nH]c(C)c(C(=O)OC)c1C,2,-37,-1.0,0.1,-1,2.7,5,101,88,134*
# The list continues.
SMILES,HMGR II inh,STAT1 blocker,Redox H2O2 prof,Hsp70 act,STAT3 inh,NF-kB expr up,TLR4 MyD88 comp,STAT3 act,APP 5'UTR act,STAT1 activator
COCCCNC(=O)Cn1c(=O)n(CCCCCC(=O)NCc2ccc3c(c2)OCO3)c(=O)c2sccc21,-6,-9,-0.5,-0.3,13,0.94,-1,90,4,109
COCc1[nH]nc2c1C(c1ccccc1Cl)C(C#N)=C(N)O2 (configuration not stated),0,22,4.3,0.0,1,0.91,-4,103,5,80
Cc1ccc(N(CN2C(=O)c3ccccc3C2=O)C(=O)c2ccc([N+](=O)[O-])cc2[N+](=O)[O-])cc1,2,6,0.4,0.0,-1,1.2,-6,105,15,95
COc1ccc(NC2=CC(=O)N(C)C2=O)cc1,1,-1,-0.6,-0.1,-6,1,2,103,-23,101
COc1ccc(-c2cc(N)n(CCC#N)n2)c(OC)c1,-1,-2,0.0,0.4,-2,1.1,11,106,-1,102
CSc1nc2oc3c(c2c2nncn12)CC(C)(C)SC3,-3,-10,0.3,0.3,1,0.96,-1,103,-2,109
COc1cccc(C(=O)NN/C(C)=C/C(=O)C(F)(F)C(F)(F)C(F)(F)F)c1,0,-11,-0.3,-0.2,-11,0.75,8,108,14,110
COc1ccc(C2N(c3cc(C)on3)C(=O)C3CCCN32)cc1OC (configuration not stated),-1,-3,-2.9,-0.3,-4,1,-15,106,11,103
CC12CCC(C(=O)N3CCN(c4ncccn4)CC3)(c3nc4ccccc4nc31)C2(C)C (configuration not stated),4,-2,0.8,-0.6,8,1.3,10,94,3,102
C=CCSc1nnc(NC(=O)c2cn(CC)c3nc(C)ccc3c2=O)s1,1,3,0.2,0.0,13,0.86,-10,93,-11,94
CCOC(=O)C1(Cc2cccc(F)c2)CCN(C(=O)c2cnccn2)CC1,-7,-1,-0.3,-0.3,5,1,-6,101,6,101
CC(=O)c1ccc(NC(=O)c2cc(CC(C)C)on2)cc1,-1,-26,0.1,0.2,0,1.9,-10,104,12,123
O=C(Cc1c[nH]c2ccccc12)N/N=C/c1ccc(F)cc1,-9,13,-0.2,-0.5,5,1.4,4,98,-13,89
COc1ccc(CSc2nnc(SCc3ccc([N+](=O)[O-])cc3)s2)cc1,2,-2,4.3,0.2,-3,1,14,113,11,101
CC(C)Oc1ccc(CCN=C(N)N=C(N)N)cc1Cl,-3,-2,-0.6,-0.3,3,1,-7,99,12,100
COc1ccc(C(=O)NCc2cccnc2)cc1Br,4,3,0.0,-0.2,0,0.82,6,100,1,98
COC(=O)CSc1nc2cc(OC)ccc2cc1C#N,1,-45,-0.6,0.6,14,14*,10,94,155*,142*
O=c1[nH]c(NC2CCCCC2)nnc1Cc1ccccc1,0,1,-0.4,0.0,0,0.87,-7,103,-5,99
O=C(NC1CCCC1)C1CCC(CNS(=O)(=O)c2cccs2)CC1 (configuration not stated),1,-1,0.1,-0.1,-2,1.3,8,105,1,101
CC(=O)NC(=S)c1c(N)n(Cc2ccccc2)c(=O)n(C)c1=O,0,7,-0.7,-0.4,-1,1.1,4,105,4,92
CC(C)n1c(NCCO)nc2ccccc21,0,1,-0.8,-0.2,-7,1.1,-11,107,-1,97
N#CC(C#N)=C1C=C2C=C(N3CCCCCC3)CCC2CC1 (configuration not stated),1,4,-0.1,-0.2,8,0.43,-2,95,-10,97
CCN(CC)S(=O)(=O)c1ccc(Cl)c(C(=O)OC)c1,-3,4,2.5,0.0,-4,1.1,-1,107,-10,96
Cc1c(NC(=O)C2CCCN2S(=O)(=O)c2cccc3nsnc23)cccc1C(=O)O (configuration not stated),-8,0,-0.3,0.0,14,1.2,-2,96,3,100
O=C(N/N=C/c1cccc(OC(=O)c2ccc3c(c2)OCO3)c1)c1cncc(Br)c1,6,6,0.0,-0.4,-10,1.2,-2,112,37,94

# Part of the list above in another layout:
> O=C(Nc1nc2ccccc2s1)C1=NN(c2ccccc2)C(=O)CC1
  HMGR II inh = 4
  STAT1 blocker = -12
  Redox H2O2 prof = 0.1
  Hsp70 act = -0.3
  STAT3 inh = -12
  NF-kB expr up = 1.1
  TLR4 MyD88 comp = -12
  STAT3 act = 108
  APP 5'UTR act = 3
  STAT1 activator = 110
> CN(CC(=O)NC(=O)NCc1ccccc1)Cc1cccc(Cl)c1Cl
  HMGR II inh = -7
  STAT1 blocker = 8
  Redox H2O2 prof = -0.6
  Hsp70 act = -0.1
  STAT3 inh = 5
  NF-kB expr up = 1.2
  TLR4 MyD88 comp = -9
  STAT3 act = 95
  APP 5'UTR act = -8
  STAT1 activator = 93
> Cc1cc(C)nc(NC2=NC3CCCCC3N2)n1 (configuration not stated)
  HMGR II inh = 4
  STAT1 blocker = -7
  Redox H2O2 prof = 0.3
  Hsp70 act = -0.1
  STAT3 inh = 3
  NF-kB expr up = 1.1
  TLR4 MyD88 comp = 11
  STAT3 act = 100
  APP 5'UTR act = -3
  STAT1 activator = 106
> CCCC(=O)Nc1ccc(Cl)c(NC(=S)NC(=O)C(C)C)c1
  HMGR II inh = 3
  STAT1 blocker = 8
  Redox H2O2 prof = 0.8
  Hsp70 act = -0.2
  STAT3 inh = 14
  NF-kB expr up = 0.74
  TLR4 MyD88 comp = -9
  STAT3 act = 92
  APP 5'UTR act = -24
  STAT1 activator = 91

# More compounds
SMILES,HMGR II inh,STAT1 blocker,Redox H2O2 prof,Hsp70 act,STAT3 inh,NF-kB expr up,TLR4 MyD88 comp,STAT3 act,APP 5'UTR act,STAT1 activator
COc1ccc(/C(C)=N/Nc2ccc(C(=O)O)cc2)c(OC)c1,-3,-12,0.2,-0.5,0,1.9,1,99,124,111
O=C1NC(=Nc2ccccc2)SC1Cc1ccccc1 (configuration not stated),-4,-8,-0.1,-0.6,-2,1.1,2,104,-3,106
CCSc1nnc(NC(=O)COc2ccc3ccccc3c2)s1,-1,3,2.9,-0.2,-5,0.93,0,108,8,98
Cc1cc(O)cc(O)c1C=NCc1ccco1,-8,2,-0.8,0.0,-3,1.5,-13,101,3,98
CN(CCn1ccnc1)Cc1cn(-c2ccccc2)nc1-c1ccc2c(c1)OCO2,-1,2,-0.3,0.2,-4,1.2,10,108,-7,97
COc1ccc(-c2c[n+](CC(=O)OC3CC(C)CCC3C(C)C)c3n2CCC3)cc1 (configuration not stated),2,27,0.3,0.0,23,1.5,12,82,-2,75
CC(C)(C)Nc1nc(NN)nc(NC(C)(C)C)n1,-1,-6,-3.5,-0.5,-3,1.1,-6,109,3,105
CN(C)c1ccc(-c2nnn(Cc3ccccc3Br)n2)cc1,0,-5,2.5,-0.1,5,1.7,-3,101,19,104
Cc1cccc(-n2c(CCN3C(=O)c4ccccc4C3=O)nc3ccccc3c2=O)n1,-2,-2,2.3,0.1,-1,0.65,4,105,10,102

# Assay outcomes (PubChem BioAssay)
